CXCR6 block: CXCR6 receptor inhibitors, primary screen, cell-based, beta-arrestin, luminescence, CHO-K1 PathHunter, 1536-well; C-X-C chemokine receptor type 6 (Homo sapiens), O00574; inhibition, % at 20 µM; hit rate 0.36% among 360,000; in the data active means inhibition above about 34%, passing the limit was not always enough;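 further: antagonist mode with CXCL16 agonist at 10 nM final; 0% = 10 nM CXCL16 with DMSO and 100% = unstimulated wells without agonist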
APJ agonist: agonists of human apelin receptor APJ, primary screen, CHO-K1 cells, PathHunter beta-arrestin, luminescence; activation, % at 20 µM; AID 2520, 2010; 0% DMSO wells, 100% apelin; hit rate 0.11% among 330,000;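 active means activation more than six SD over the plate average, tested at 20 µM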;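 further: 0% = DMSO alone and 100% = apelin-13 at 10 nM; some results filed as inactive read as strong as hits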
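Assay system – PathHunter CHO-K1 APJ (AGTRL-1) beta-arrestin reporter cells · Compound – one dose, 20 µM compound, 1% DMSO · Timing – compound 90 min 25 °C, reagent 1 h · Measured by – luminescence from split beta-galactosidase complementation, Galacton Star/Emerald II substrate · Measure – beta-arrestin recruitment to APJ as agonist activity, luminescent signal · Benchmarks – DMSO vs Apelin-13 10 nM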
APJ antag: antagonists of human apelin receptor APJ, primary screen, CHO-K1 cells, beta-arrestin complementation, luminescence; P35414; inhibition, % at 20 µM; hit rate 0.32% among 330,000; AID 2521, 2010;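 active means inhibition above about 40% at 20 µM, limit read from the data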;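 further: cells challenged with 10 nM apelin-13 agonist together with compound; plate controls were apelin-13 plus DMSO wells for no effect and DMSO wells lacking apelin-13 for full effect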
TIM10 inh: growth inhibitors of isogenic TIM10 control yeast, primary screen, counter-screen for tim10-1 yeast inhibitor project, luminescence, uHTS; S. cerevisiae TIM10 strain growth, BacTiter-Glo luminescence, 24 h; inhibition, % at 10 µM; hit rate 1.4% among 330,000;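 active means inhibition of 40% or more at the single tested concentration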;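 further: wild-type TIM10 isogenic control strain grown at permissive 25 °C; 0% = DMSO yeast wells and 100% = minimal medium wells without yeast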
CHOP UPR activ: activators of apoptotic CHOP UPR arm, primary screen, cell-based, CHO-CHOP luciferase reporter, luminescence, uHTS; hit rate 0.34% among 330,000; AID 449763, 2010; UPR activation; percent of tunicamycin response over DMSO baseline; activation, % at 10 µM;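 active means at 10 µM dose, activation of 40% or more, normalized to positive control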;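 further: 100% = tunicamycin at 10 µg/mL and 0% = DMSO alone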
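System: CHO CHOP reporter cells. Amount: 500 cells per well. Buffer or medium: F12 medium, 10% FBS. Compound dosing: one dose, 10 µM in 0.5% DMSO. Incubation: 6 h compound exposure at 37 °C after overnight seeding. Technique: Steady-Glo luciferase luminescence. Benchmarks: tunicamycin and DMSO controls.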
UPR XBP1 act: activators of adaptive XBP1 UPR arm, primary screen, cell-based, CHO-XBP1 luciferase reporter, luminescence, uHTS; IRE1-XBP1 UPR activation; percent of tunicamycin response, DMSO as zero; activation, % at 20 µM; hit rate 0.33% among 330,000; AID 463104, 2010;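 active means versus positive control, 20 µM dose yields 30% or more activation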;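 further: 100% = tunicamycin at 10 µg/mL and 0% = DMSO only wells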
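Assay system: IRE1-XBP1 luciferase reporter CHO line. Input: 1000 cells/well. Buffer or medium: F12 with 10% serum. Doses: 20 µM, 1% DMSO. Times: overnight seeding at 37 °C, 6 h compound treatment at 37 °C. Technique: Steady-Glo luciferase glow luminescence, 10 min after reagent addition.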
tim10-1 inh: growth inhibitors of tim10-1 mutant yeast, primary screen, luminescence, uHTS; S. cerevisiae tim10-1 ts strain growth, BacTiter-Glo, 24 h; inhibition, % at 20 µM; hit rate 2.2% among 330,000; AID 463190, 2010;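 active means inhibition of at least 40%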;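 further: mutant grown at 25 °C; 0% = DMSO wells with yeast and 100% = wells holding no yeast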
Mdm2-MdmX inh: inhibitors of human Mdm2-MdmX association, primary screen, cell-based, luminescence, split luciferase, SaOS-2, uHTS; Protein Mdm4 (Homo sapiens) + E3 ubiquitin-protein ligase Mdm2 (Homo sapiens), …; SaOS-2 split-luciferase Mdm2/MdmX complementation; inhibition, % at 8 µM; hit rate 3% among 330,000; AID 485346, 2010;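 active means inhibition of at least 50% at 8 µM in the primary screen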
Target sequence (O15151 whole entry, looked up): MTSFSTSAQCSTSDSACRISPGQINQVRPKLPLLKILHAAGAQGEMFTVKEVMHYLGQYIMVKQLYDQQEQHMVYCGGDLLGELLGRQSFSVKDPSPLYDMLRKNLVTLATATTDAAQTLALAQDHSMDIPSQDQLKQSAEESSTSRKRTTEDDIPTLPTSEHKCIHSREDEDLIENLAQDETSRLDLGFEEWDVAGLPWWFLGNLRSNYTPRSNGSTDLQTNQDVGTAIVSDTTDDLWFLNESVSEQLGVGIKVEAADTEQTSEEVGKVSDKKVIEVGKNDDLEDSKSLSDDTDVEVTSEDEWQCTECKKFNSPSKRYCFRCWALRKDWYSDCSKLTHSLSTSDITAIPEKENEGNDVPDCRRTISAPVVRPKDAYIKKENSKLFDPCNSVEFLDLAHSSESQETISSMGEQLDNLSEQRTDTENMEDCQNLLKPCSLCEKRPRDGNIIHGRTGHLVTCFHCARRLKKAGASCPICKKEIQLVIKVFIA
Target sequence (Q00987 whole entry, looked up): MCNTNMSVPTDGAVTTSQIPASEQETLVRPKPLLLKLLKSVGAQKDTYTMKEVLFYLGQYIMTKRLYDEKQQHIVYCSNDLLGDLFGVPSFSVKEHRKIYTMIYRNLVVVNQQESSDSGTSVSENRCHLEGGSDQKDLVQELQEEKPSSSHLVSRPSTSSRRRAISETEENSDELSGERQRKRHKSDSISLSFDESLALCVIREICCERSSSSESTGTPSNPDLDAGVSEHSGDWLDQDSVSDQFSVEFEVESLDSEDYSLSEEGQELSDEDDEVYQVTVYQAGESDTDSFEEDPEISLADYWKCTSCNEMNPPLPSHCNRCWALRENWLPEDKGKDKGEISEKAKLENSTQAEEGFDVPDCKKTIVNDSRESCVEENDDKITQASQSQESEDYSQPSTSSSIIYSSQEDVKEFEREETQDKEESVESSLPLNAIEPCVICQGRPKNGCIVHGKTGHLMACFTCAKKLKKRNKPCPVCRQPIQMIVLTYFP
tim23-1 inh: growth inhibitors of tim23-1 mutant yeast, primary screen, luminescence, uHTS. S. cerevisiae tim23-1 growth, BacTiter-Glo luminescence, 24 h. inhibition, % at 20 µM. hit rate 1.3% among 330,000. AID 463212, 2010;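 active means growth inhibition of the mutant yeast at or above 50%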;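 further: temperature-sensitive mutant grown at 25 °C; plate controls were DMSO-treated mutant yeast for no effect and medium wells lacking yeast for full effect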
An asterisk follows results filed as active; . = not tested or not shown. Not all compounds are listed; rates above refer to the full screens.

SMILES	CXCR6 block	APJ agonist	APJ antag	TIM10 inh	CHOP UPR activ	UPR XBP1 act	tim10-1 inh	Mdm2-MdmX inh	tim23-1 inh
Cc1c(NC(=O)c2ccc(N(C)S(=O)(=O)c3ccccc3)cc2)c(=O)n(-c2ccccc2)n1C	2	1	5	-10	-2.9	-3	11	9	9
FC(F)(F)c1cccc(NC(=S)N(CCCN2CCCC2)Cc2cccn2Cc2ccc(Cl)cc2)c1	-1	-3	3	-242	12	22	-57	96*	-22
Cn1c(N2CCOCC2)cc(=O)n(C)c1=O	1	0	19	1	0.9	0	10	11	-3
Cc1cc(C)c(C)c(S(=O)(=O)ON2C(=O)c3ccccc3C2=O)c1C	17	-3	20	27	14	0	59*	12	36
Cc1ccc(CNC(=O)c2cccc3c2C(=O)c2ccc(N4CCC(C)CC4)cc2S3(=O)=O)cc1	7	1	17	5	3.7	2	9	15	15
O=S(=O)(NCc1ccco1)c1ccccc1Br	9	-5	17	4	-0.2	-1	0	11	21
CCOc1ccccc1N1CCN(c2ncnc3scc(-c4ccc(OC)cc4)c23)CC1	-9	17	-49	18	6.3	-2	27	49	21
CC(C)Oc1ccc(Cc2cnc(=S)[nH]c2N)cc1	1	-2	-7	2	0.6	1	-5	15	-1
CS(=O)(=O)Nc1cccc(C2=NN(C(=O)c3cccc([N+](=O)[O-])c3)C(c3cccs3)C2)c1 (configuration not stated)	7	-4	-3	-4	-0.8	2	12	10	15
COc1cccc(/C=N/Nc2ccc(Cl)nn2)c1	-7	-3	-7	5	3.8	1	-17	-65	21
CCOC(=O)c1cnc(SCC(=O)c2ccc(Cl)cc2)nc1N	-5	-2	10	7	3.5	2	19	26	20
CCc1cc2c(=O)c(-c3nc4ccccc4n3C)c(C)oc2c(CN2CCOCC2)c1O	0	-2	2	-12	-0.3	-5	8	24	-5
COc1ccc(N(CC(=O)Nc2ccc3c(c2)OCO3)S(=O)(=O)c2ccc(C)cc2)cc1OC	-6	-3	14	22	0.9	-3	13	-5	16
COc1ccccc1OCC(=O)Nc1c2c(nn1-c1ccc(F)cc1)CS(=O)(=O)C2	-1	6	8	7	3.2	-3	-12	16	-5
Cc1ccc(CN2CCN(CC(=O)O)C2=O)cc1	-10	-4	4	-4	-0.6	3	11	-1	0
CC(CCc1ccccc1)NC(=O)Cn1cccc1C(=O)c1ccccc1 (configuration not stated)	1	-4	3	-4	0.2	-4	26	10	20
COc1ccccc1NC(=O)c1cc(C(=O)Nc2ccccc2OC)cc([N+](=O)[O-])c1	4	4	-4	-9	1.2	6	-36	17	-13
COc1ccc(Cl)cc1CSc1ncn[nH]1	-4	0	-9	-18	-0.1	-2	-15	-14	7
CN(C(=O)COc1cccc(Br)c1)C1CCS(=O)(=O)C1 (configuration not stated)	-8	-5	8	-4	0.8	2	-6	12	-6
CCc1ccc2c(c1)cc(CN(C(=S)Nc1cccc(C)c1)C1CC1)c1nnnn12	14	-4	9	-6	-0.2	-1	0	40	-8
Cc1cccc(OCCCC(=O)Nc2ccc(N3CCCCC3)cc2)c1C	4	-4	8	-12	-2.3	-2	3	-3	6
COc1cccc(C(=O)OCC(=O)N2CCc3ccccc3C2)c1	2	-3	10	0	1.1	3	-6	5	19
O=C(NCc1cccnc1)c1ccc(S(=O)(=O)N2CCCCC2)cc1	1	1	14	1	-0.7	-3	-2	26	-9
Cc1ccc(S(=O)(=O)Nc2ccc(NC(=O)c3cccnc3)cc2)cc1	-2	-2	-2	15	1.0	4	12	14	4
Cc1ccc(C(=O)NCC(=O)OCC(=O)c2ccccc2)s1	4	-3	4	7	-3.4	1	-3	-15	18

Reformatted bar-delimited: 3 of the compounds above
canonical_smiles | CXCR6 block | APJ agonist | APJ antag | TIM10 inh | CHOP UPR activ | UPR XBP1 act | tim10-1 inh | Mdm2-MdmX inh | tim23-1 inh
COc1cccc(/C=N/Nc2ccc(Cl)nn2)c1 | -7 | -3 | -7 | 5 | 3.8 | 1 | -17 | -65 | 21
Cc1cc(C)c(C)c(S(=O)(=O)ON2C(=O)c3ccccc3C2=O)c1C | 17 | -3 | 20 | 27 | 14 | 0 | 59* | 12 | 36
FC(F)(F)c1cccc(NC(=S)N(CCCN2CCCC2)Cc2cccn2Cc2ccc(Cl)cc2)c1 | -1 | -3 | 3 | -242 | 12 | 22 | -57 | 96* | -22

(continued)
SMILES	CXCR6 block	APJ agonist	APJ antag	TIM10 inh	CHOP UPR activ	UPR XBP1 act	tim10-1 inh	Mdm2-MdmX inh	tim23-1 inh
O=C(/C=N/O)NCCN1CCCCC1	-5	-4	7	-5	-0.6	0	-13	3	-5
CCc1ccc(Nc2cnn(-c3nc4ccccc4s3)c(=O)c2Cl)cc1	17	1	-17	18	-1.1	2	2	-43	18
O=C(NC1CCCC(C(F)(F)F)C1)c1ccc([N+](=O)[O-])o1 (configuration not stated)	-20	6	3	33	64*	9	31	41	45
Cc1c(CC(=O)NCC(=O)NCC(=O)O)c(=O)oc2cc3oc4c(c3cc12)CCCC4	0	-4	0	-15	-0.5	0	15	8	6
COc1ccc(NC(=O)CCn2cc(C)c3ccccc32)cc1	1	-4	7	-14	-0.6	-7	19	-6	24
CCc1ccc(-n2c(SCC(=O)NC3CCS(=O)(=O)C3)nc3ccccc3c2=O)cc1 (configuration not stated)	30	-8	40	2	-0.9	0	6	-12	9
O=c1[nH][nH]c(-c2ccccc2)c1C=Nc1ccc(Cl)cc1	2	-4	14	14	-1.7	5	35	-40	30
COc1ccc(NC(=O)COC(=O)c2c(-c3ccccc3)noc2C)cc1	5	-2	-8	5	-2.5	-1	7	10	-15
Cc1cccc(NC(=O)CSc2nc3nc(C)cc(C)c3c(=O)[nH]2)c1	-4	1	-1	18	-1.2	-5	17	-2	18
COC(=O)c1cc(NC(=O)c2cccc([N+](=O)[O-])c2C)ccc1Cl	1	-1	-5	37	1.0	0	29	9	25
O=C(CN1C(=O)C(=O)N(C2CCCC2)C1=O)Nc1ccc(F)cc1F	-8	-4	11	-3	0.7	-2	9	18	13
CCn1nc(C)c(/C=N/NC(=O)c2ccoc2C)c1C	-4	0	6	1	1.0	-3	-11	8	4
Cc1cc(-c2onc(C)c2C(N)=O)no1	-4	-2	3	1	0.3	2	-6	-6	9
C=C(C)c1ccc(C(C)(C)NC(=O)NCc2ccco2)cc1	-7	-4	-4	-15	-3.4	-4	12	29	0
COc1ccc(S(=O)(=O)NCC2CCCN(C(=O)c3cccnc3)C2)cc1 (configuration not stated)	2	-2	5	-9	2.0	-8	-7	0	-4
O=C(CCNS(=O)(=O)c1cccc(C(F)(F)F)c1)NCc1ccco1	6	-2	-2	-7	0.6	-2	-7	-4	-18
Cc1ccc2c(c1)sc1ncc(NC(=O)c3ccc(F)cc3)c(=O)n12	.	-2	5	12	1.0	-1	1	-10	3
Cc1ccccc1-n1c(SCC(=O)c2c(N)n(C)c(=O)n(C)c2=O)nnc1-c1cccnc1	-5	-1	6	13	-0.5	-1	19	0	4
COC(=O)Nc1nc2ccc(C(=O)c3cccs3)cc2[nH]1	4	0	1	-82	7.5	18	-136	53*	-17
Cc1ccc(OCC(O)CN2CCN(c3ccc(C)cc3)CC2)cc1 (configuration not stated)	-2	0	10	-5	-0.4	-2	-13	1	11
O=C(COC(=O)c1cccc2ccccc12)NCC1CCCO1 (configuration not stated)	-5	-3	15	-3	0.3	0	8	2	7
CCCOc1ccc(-c2cn3ccccc3n2)cc1	-2	0	-11	8	-4.4	-7	-18	-94	40
Cc1nc2ccccc2n1C(=O)c1ccc(Cl)cc1[N+](=O)[O-]	-4	3	-59	23	2.2	-1	48*	-1	50*
Cc1cc(Sc2nnc(N)s2)c2ccccc2n1	4	-1	-16	-7	13	-8	21	50*	10
COc1cc(/C=C2\SC(c3ccc(C)cc3)=NC2=O)ccc1O	57*	-12	58*	46*	-6.0	-3	52*	21	50

(next part)
SMILES	CXCR6 block	APJ agonist	APJ antag	TIM10 inh	CHOP UPR activ	UPR XBP1 act	tim10-1 inh	Mdm2-MdmX inh	tim23-1 inh
CCn1c(Cc2ccccc2)nnc1SCC(=O)Nc1ccccc1N1CCOCC1	2	0	-15	26	0.5	0	26	2	14
COc1ccc(C(=O)NC(CCSC)C(=O)NCc2nnc3ccccn23)cc1 (configuration not stated)	-3	5	15	-2	0.4	-2	-2	8	1
CCOC(=O)C1CCCN(Cc2cc(Br)ccc2OC)C1 (configuration not stated)	0	-5	-3	-1	4.6	4	8	0	-3
O=S(=O)(N1CCCCC1)N1CCN(c2ccc(F)cc2)CC1	5	-6	15	-11	-1.3	2	-2	-6	13
Cc1c(C(=O)N2CCN(c3ccc([N+](=O)[O-])cc3)CC2)oc2ccccc12	-2	-3	10	5	-1.5	-5	12	10	12
O=C(CN1CCN(C(=O)c2cccc(F)c2)CC1)NC1CCCCC1	.	1	16	2	-1.7	-2	6	2	3
COCCN(C(=O)CCC(=O)Nc1cc(C)on1)C(C(=O)NC1CCCC1)c1ccc(C(C)C)cc1 (configuration not stated)	0	-4	26	6	2.2	1	6	16	5
O=C(COC(=O)Cc1ccsc1)NCc1ccccc1	2	-1	4	7	-1.3	0	7	-9	9
COc1ccc(NC(=O)CCCCCn2nnc3ccccc3c2=O)cc1OC	0	1	4	-4	-0.8	-2	19	5	12
Cc1nnc(SCc2ccccc2)n1N	-2	-1	-4	-4	0.0	-4	-19	12	-12
COc1ccc(S(=O)(=O)Cc2ccc(C(=O)NCc3ccc(C)cc3)o2)cc1	2	-5	13	3	2.9	-4	27	0	10
CN(C)/C=N/c1cc(=O)n(C)c(=O)n1Cc1ccccc1	2	11	9	-6	-1.5	2	-5	-4	-1
Cc1ccc(OCC(=O)c2cc(C)n(-c3cc(C)on3)c2C)c([N+](=O)[O-])n1	-4	4	-38	-1	3.2	-4	10	28	-3
O=c1[nH]c(NCCO)nnc1Cc1ccc(Cl)cc1	4	-1	5	6	1.5	-1	1	17	10
Cc1cc(C(=O)Nc2ccc(Cl)c(S(=O)(=O)N3CCOCC3)c2)c2ccccc2n1	-3	-3	1	8	-0.6	-2	19	0	25
Cc1ccccc1C(=O)NC1CCN(CC(=O)N2CCCCC2C)CC1 (configuration not stated)	4	-2	12	0	1.3	-5	-18	-14	4
O=P(O)(O)C(O)C(F)(F)C(F)(F)C(F)(F)C(F)F (configuration not stated)	0	-1	12	18	2.3	3	10	-24	15
Cc1cc(NS(=O)(=O)c2ccc(NC(=O)c3ccc(F)cc3)cc2)nc(C)n1	2	-2	4	-9	0.5	-3	-8	6	-4
O=C1CCC(C(=O)OC(C(=O)Nc2cc(Cl)cc(Cl)c2)c2ccccc2)=NN1 (configuration not stated)	-1	-3	-2	13	1.2	-2	5	19	21
